FBW7 act = FBW7 E3 ligase activators, primary screen, biochemical, AlphaScreen, human | F-box/WD repeat-containing protein 7 (Homo sapiens), Q969H0 | AlphaScreen FBW7–phospho-cyclin E peptide binding, activator screen | normalized activity (activation), % at 26.1 µM | 650,000 compounds, 0.13% hits; in the data active means normalized activity above about 1.9%;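 further: purified mutant Fbw7 with reduced substrate affinity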
Target sequence (Q969H0 whole entry, looked up): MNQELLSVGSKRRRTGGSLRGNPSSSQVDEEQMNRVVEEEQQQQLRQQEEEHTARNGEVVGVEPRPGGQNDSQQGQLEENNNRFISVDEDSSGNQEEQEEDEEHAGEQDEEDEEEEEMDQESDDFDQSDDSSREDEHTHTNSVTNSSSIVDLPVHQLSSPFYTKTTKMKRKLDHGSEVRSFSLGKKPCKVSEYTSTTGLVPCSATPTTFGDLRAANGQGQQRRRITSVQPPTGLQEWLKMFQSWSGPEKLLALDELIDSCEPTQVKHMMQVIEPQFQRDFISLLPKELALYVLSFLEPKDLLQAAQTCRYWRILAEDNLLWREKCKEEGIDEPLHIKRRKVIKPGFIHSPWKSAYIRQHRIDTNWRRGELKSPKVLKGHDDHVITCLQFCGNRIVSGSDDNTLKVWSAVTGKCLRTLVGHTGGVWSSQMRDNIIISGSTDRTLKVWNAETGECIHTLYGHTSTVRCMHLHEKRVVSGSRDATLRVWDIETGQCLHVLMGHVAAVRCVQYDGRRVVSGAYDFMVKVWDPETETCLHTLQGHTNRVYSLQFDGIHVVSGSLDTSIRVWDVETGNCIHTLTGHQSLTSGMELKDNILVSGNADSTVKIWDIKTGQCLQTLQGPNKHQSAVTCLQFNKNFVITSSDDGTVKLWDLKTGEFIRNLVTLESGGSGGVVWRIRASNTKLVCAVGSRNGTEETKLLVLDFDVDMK
MITF inh = MITF inhibitors, primary screen, biochemical, AlphaScreen, human | Microphthalmia-associated transcription factor (Homo sapiens), O75030 | AlphaScreen MITF homodimerization, bead proximity signal | inhibition, % at 2.6 µM | 650,000 compounds, 0.91% hits; in the data active means inhibition above about 50%;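 further: 0% = vehicle wells with protein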
GPR151 activ = activators of human GPR151, primary screen, cell-based, PathHunter beta-arrestin, luminescence. G-protein coupled receptor 151 (Homo sapiens), Q8TDV0. PathHunter beta-arrestin GPR151 cells. activation, % at 11.2 µM. 650,000 compounds, 1% hits. AID 1508602, 2020; in the data active means activation above about 4.9%;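 further: 0% = median of compound wells and 100% = cells with positive control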
TEAD-YAP block = TEAD-YAP interaction inhibition, primary screen, TEAD-YAP interaction inhibitor project, luminescence, HEK-TIYL cells; AID 1259422, 2018; 640,000 compounds, 1.4% hits; TEAD-Gal4/YAP UAS-luciferase luminescence; inhibition, % at 9.12 µM; in the data active means inhibition above about 32%;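 further: 0% = median of test compound wells and 100% = reference inhibitor wells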
Active calls of the source: *; & = joins results of further samples.

SMILES	FBW7 act	MITF inh	GPR151 activ	TEAD-YAP block
CN(C)Cc1c(C(=O)N/N=C/c2cccc(O)c2)nnn1-c1nonc1N	0.0	-7.7	-0.1	7.8
O=C(CC1C(=O)NCCN1CC(c1ccccc1)c1ccccc1)NCCn1cccn1 (centres undefined)	0.1	14.4	-0.4	2.0
CCOc1ccc2nc(SCC(=O)c3ccc(OC)cc3)sc2c1	0.1	-4.2	0.0	-8.8
CC(C)(C)c1ccc(CSc2nc3ccccc3c3nc(-c4cccc([N+](=O)[O-])c4)nn23)cc1	0.2	-6.1	0.1	3.4
O=Cc1ccc(C(=O)OCC(=O)N2CCCC2)cc1	-0.1	8.7	-1.1	-8.8
COc1ccc(C(=O)Nn2c(SCC(=O)c3ccc(Cl)cc3)nc3ccccc3c2=O)cc1	0.5	-1.7	1.3	77.3*
CCOC(=O)C1=C(CC)NC2=C(C(=O)CCC2)C1c1ccc(OC)cc1 (centres undefined)	0.0	-3.2	0.1	-1.3
COCC(C)NC(=O)CSc1nnc(Nc2ccc(C)c(C)c2)s1 (centres undefined)	0.1	-1.7	2.1	-22.4
COc1ccc(-c2cc(C(F)(F)F)n3ncc(C(=O)O)c3n2)cc1OC	0.0	-6.4	-0.1	-6.8
Cc1cccc(OCCCCn2ccnc2)c1C	0.1	-6.6	-1.6	4.7
CC1(C)CC(=O)c2sc(NC(=O)Cc3ccc(Cl)cc3)nc2C1	-0.2	6.0	-0.9	-1.0
CC(NC(=O)C(=O)NCCc1ccc(F)cc1)c1ccccc1 (centres undefined)	0.0	5.5	0.5	8.2
COc1ccc(OCCC(=O)N2CCCCC2)cc1	-0.1	-8.4	-0.2	-39.3
C/C=C/c1ccc(Oc2ccc([N+](=O)[O-])c3cnccc23)c(OC)c1	-0.2	-6.6	1.5	-0.1
CC(C)CN1CCOc2ccc(CN3CCC(Oc4cccnc4)CC3)cc2C1	-0.1	1.1	-1.0	-4.7
O=C(COC(=O)C1COc2ccccc2O1)c1ccccc1 (centres undefined)	-0.2	0.2	-0.5	5.0
C=C(C)CSc1nc2c(c(=O)n1-c1ccc(OC)cc1)C1(CCCC1)Cc1ccccc1-2	0.0	5.8	1.1	3.4
COc1c(Cl)cc(C(=O)Nc2c(C)ccc3nsnc23)cc1Cl	0.2	0.7	0.5	-0.2
OCCNc1nc(-c2ccccc2)c2cc(Cl)ccc2n1	0.4	10.8	0.0	7.7
Cc1nc(NC(=O)CSc2nnc(-c3ccccc3)n2C)sc1C	0.2	12.5	3.0	9.2
CSc1ccc(C(=O)CC2(O)C(=O)Nc3ccccc32)cc1 (centres undefined)	0.1	-5.1	-1.2	3.2
Cc1cccc(C(=O)NNC(=O)COc2ccc3ccccc3c2)c1O	0.1	4.8	0.5	17.7
Cn1/c(=N/N=C2\CC(=O)CC(C)(C)C2)sc2ccccc21	-0.1	15.9	-1.8	0.9
CCc1ccc(C2(C)CC(C)(C)N(C(=O)c3ccc([N+](=O)[O-])cc3)c3ccccc32)cc1 (centres undefined)	-0.1	2.7	-1.7	3.3

18 successive entries out of the list so far, quoted:
SMILES	FBW7 act	MITF inh	GPR151 activ	TEAD-YAP block
CCOC(=O)C1=C(CC)NC2=C(C(=O)CCC2)C1c1ccc(OC)cc1 (centres undefined)	0.0	-3.2	0.1	-1.3
COCC(C)NC(=O)CSc1nnc(Nc2ccc(C)c(C)c2)s1 (centres undefined)	0.1	-1.7	2.1	-22.4
COc1ccc(-c2cc(C(F)(F)F)n3ncc(C(=O)O)c3n2)cc1OC	0.0	-6.4	-0.1	-6.8
Cc1cccc(OCCCCn2ccnc2)c1C	0.1	-6.6	-1.6	4.7
CC1(C)CC(=O)c2sc(NC(=O)Cc3ccc(Cl)cc3)nc2C1	-0.2	6.0	-0.9	-1.0
CC(NC(=O)C(=O)NCCc1ccc(F)cc1)c1ccccc1 (centres undefined)	0.0	5.5	0.5	8.2
COc1ccc(OCCC(=O)N2CCCCC2)cc1	-0.1	-8.4	-0.2	-39.3
C/C=C/c1ccc(Oc2ccc([N+](=O)[O-])c3cnccc23)c(OC)c1	-0.2	-6.6	1.5	-0.1
CC(C)CN1CCOc2ccc(CN3CCC(Oc4cccnc4)CC3)cc2C1	-0.1	1.1	-1.0	-4.7
O=C(COC(=O)C1COc2ccccc2O1)c1ccccc1 (centres undefined)	-0.2	0.2	-0.5	5.0
C=C(C)CSc1nc2c(c(=O)n1-c1ccc(OC)cc1)C1(CCCC1)Cc1ccccc1-2	0.0	5.8	1.1	3.4
COc1c(Cl)cc(C(=O)Nc2c(C)ccc3nsnc23)cc1Cl	0.2	0.7	0.5	-0.2
OCCNc1nc(-c2ccccc2)c2cc(Cl)ccc2n1	0.4	10.8	0.0	7.7
Cc1nc(NC(=O)CSc2nnc(-c3ccccc3)n2C)sc1C	0.2	12.5	3.0	9.2
CSc1ccc(C(=O)CC2(O)C(=O)Nc3ccccc32)cc1 (centres undefined)	0.1	-5.1	-1.2	3.2
Cc1cccc(C(=O)NNC(=O)COc2ccc3ccccc3c2)c1O	0.1	4.8	0.5	17.7
Cn1/c(=N/N=C2\CC(=O)CC(C)(C)C2)sc2ccccc21	-0.1	15.9	-1.8	0.9
CCc1ccc(C2(C)CC(C)(C)N(C(=O)c3ccc([N+](=O)[O-])cc3)c3ccccc32)cc1 (centres undefined)	-0.1	2.7	-1.7	3.3

Continued:
SMILES	FBW7 act	MITF inh	GPR151 activ	TEAD-YAP block
Cc1ccc2c(c1)CN1CN2Cc2cc(C)ccc21	-0.1	10.1	-0.2	-5.0
CCOC(=O)C(C)N1C(=O)C(=O)c2cc(Br)ccc21 (centres undefined)	0.1	5.8	-1.4	14.5
NC(=O)c1ccc(-c2cc(C(=O)NCCO)ccn2)cc1	0.1	6.7	0.3	-7.6
COc1ccc(-c2nc(NC(=O)c3ccc([N+](=O)[O-])o3)sc2C)cc1	0.0	-8.6	-1.2	1.9
Cc1ccc(-c2nc3ncccc3o2)cc1NC(=O)/C=C/c1ccco1	-0.2	-9.1	-0.4	1.5
COc1ccc(C(=O)N(Cc2ccco2)C2CCN(C)CC2)cc1	0.0	12.7	-0.4	-1.4
CCOc1ccc(C2=CSC3=NCCN23)cc1Cl	-0.1	7.2	2.2	18.4
Cc1cc([N+](=O)[O-])ccc1NC(=O)c1cc(-c2ccccc2)nc2ccccc12	0.7	7.1	-0.9	10.6
CCCCOC(=O)C1=C(C)NC2=C(C(=O)CC(C)(C)C2)C1c1cccc(OC)c1 (centres undefined)	0.1	6.9	-0.4	0.2
Cc1c(C(=O)N2c3ccc(F)cc3CCC2C)sc2ncn(Cc3ccccc3Cl)c(=O)c12 (centres undefined)	-0.1	-1.2	2.2	-5.8
Cc1ccc(C(c2nnnn2CC2CCCO2)N2CCN(C3CCCCC3)CC2)cc1 (centres undefined)	-0.1	-2.1	0.8	1.0
COc1ccc(N2CC(NC(=O)c3cccs3)CC2=O)cc1 (centres undefined)	-0.1	-2.1	0.5	4.8

An excerpt of the results above:
SMILES	FBW7 act	MITF inh	GPR151 activ	TEAD-YAP block
Cc1ccc(C(c2nnnn2CC2CCCO2)N2CCN(C3CCCCC3)CC2)cc1 (centres undefined)	-0.1	-2.1	0.8	1.0
COc1ccc(N2CC(NC(=O)c3cccs3)CC2=O)cc1 (centres undefined)	-0.1	-2.1	0.5	4.8

(more compounds)
SMILES	FBW7 act	MITF inh	GPR151 activ	TEAD-YAP block
Cc1ccc(NC(=O)Cn2c3ccccc3c(=O)c3ccc(Cl)cc32)c(Br)c1	-0.1	-4.3	-1.0	-5.1
c1ccc(CNc2cc(-c3cccnc3)nc(-c3ccncc3)n2)cc1	-0.2	-7.0	-0.6	-3.6
C/C(=N\OCC(=O)N/N=C/c1cc(Cl)cc(Cl)c1O)c1cccs1	-0.1	-62.3	-0.5	9.5
NNC(=O)C(c1ccccc1)c1ccccc1	-0.4	0.1	1.0	-0.1
CC1CCN(C(=O)/C(=C\c2ccco2)NC(=O)c2ccc(Cl)cc2)CC1	-0.2	4.3	-1.6	-2.8
Cc1ccc(NC(=O)CSc2nnc3sc4ccccc4n23)c(C)c1	0.1	-4.2	0.2	4.4
COc1cccc(-c2n[nH]c3c2C(c2ccc([N+](=O)[O-])cc2)NC3=O)c1 (centres undefined)	-0.1	-8.5	-0.6	-4.1
CCc1ccc(N(CC(=O)Nc2c(C)cccc2CC)S(C)(=O)=O)cc1	-0.2	-9.3	-1.0	-2.5
Cc1ccc(C2CC(C(F)(F)F)n3nc(C(=O)Nc4ccc(Cl)c(C(F)(F)F)c4)cc3N2)cc1 (centres undefined)	0.0	31.2	0.0	7.0
Cc1cc(C)c(S(=O)(=O)NCC(=O)Nc2ccc3c(c2)OCCO3)c(C)c1	0.1	-1.9	-0.9	-5.9
COC(=O)c1cc(CNC(=O)c2cncs2)cc(NS(=O)(=O)c2ccc(F)cc2)c1	0.0	3.9	0.1	-8.7
CN(C)CCNC(=O)c1ccccc1Nc1ccnc(Nc2ccc(N3CCOCC3)cc2)c1	-0.2	-5.6	2.3	-2.8
CCOc1ccc2nc(NCCNC(=O)C(C)C)c(C)cc2c1	1.2	5.2	0.7	-18.9
Cn1c(SCC(=O)c2ccc(F)cc2)nnc1-c1cccnc1	-0.1	-0.7	-0.9	-13.6
COc1ccc(/C=C(/NC(=O)c2ccco2)C(=O)NC(Cc2ccccc2)C(=O)O)cc1 (centres undefined)	0.0	-15.4	1.8	3.7
CC(=O)N1N=C(c2ccncc2)OC12CCCCCC2	0.4	-4.7	1.9	10.4
O=C(O)C1CCC(CN(Cc2ccc(Cl)cc2)S(=O)(=O)c2ccc(Cl)c([N+](=O)[O-])c2)CC1 (centres undefined)	-0.1	7.5	0.5	4.0
Cn1nccc1C(=O)Nc1ccc(Cl)cc1	-0.1	8.4	-3.4	-33.2
COc1ccc2nc(Cl)c(CN(CCN3CCOCC3)C(=O)C3CC3)cc2c1	0.0	-2.4	0.0	-1.5
NNc1nc(NN)nc(N(c2ccccc2)c2ccccc2)n1	-0.6	-2.2	0.3	13.1
CC(=O)c1ccc(NC(=O)c2ccc(N3C(=O)c4cccc([N+](=O)[O-])c4C3=O)cc2)cc1	0.0	-5.4	2.4	-28.9
O=C(c1cc2cc([N+](=O)[O-])ccc2oc1=O)N1CCN(c2ncccn2)CC1	0.3	0.8	-0.8	9.0
COCCn1c(=NC(=O)CCOc2ccccc2)sc2cc(OC)ccc21	0.0	-8.9	2.0	-0.4
CCOC(=O)CCc1ccc2c(c1)NC(c1cccc([N+](=O)[O-])c1)O2 (centres undefined)	0.6	12.6	0.0	13.3
CCOc1ccc(NC(=O)c2ccc(F)c(S(=O)(=O)NCc3ccccc3)c2)cc1	0.5	7.2	-0.5	36.9*
CN1CCC(OC(c2ccccc2)c2ccccc2)CC1	-0.1&-0.2	-7.0&-11.0	1.2&-1.3	-2.3
Cc1ccc(NC(=O)c2c(C)c(-c3ccc(Cl)cc3Cl)nc3ccccc23)cc1[N+](=O)[O-]	-0.1	-5.8	0.5	0.5
Cc1cccn2c(=O)c3cc(C(=O)Nc4ccc(Br)cc4)n(C)c3nc12	-0.1	6.8	0.4	9.1
CCOc1ccc(CC(=O)NCCc2cc3ccc(OC)cc3[nH]c2=O)cc1	0.0	3.2	0.2	6.1
Cc1noc(C)c1S(=O)(=O)N1CCN(c2ccccc2)CC1	-0.3	-12.6	-0.3	-6.9
Cc1sc2nc(CN3CC(C)OC(C)C3)[nH]c(=O)c2c1-c1ccccc1 (centres undefined)	-0.1	3.9	3.2	-6.2
CC(C)N(Cc1nc(-c2ccccc2)no1)C(=O)c1ccc(F)cc1	0.1	-10.3	0.0	4.5
O=c1oc2ccccc2c(N(CCO)Cc2ccccc2)c1[N+](=O)[O-]	-0.2	-2.7	-1.2	7.5
CC(C)CCCC(C)C1CCC2C3CC=C4CC(OC(=O)C5CCCC5)CCC4(C)C3CCC12C (centres undefined)	-0.1	11.2	-0.6	9.5
CC(C)n1cnc2c(NCc3cccc(C(F)(F)F)c3)nc(Nc3ccc(-n4ccnc4)cc3)nc21	0.0	5.1	-0.3	11.3
CCN(CC)C(=O)c1ccc(-c2ccc([N+](=O)[O-])cc2)o1	0.0	14.9	0.6	-29.6
Cc1cc(C)nc(N2CCN(C(=O)CCC(=O)N3CCCCC3)CC2)n1	0.0	-12.4	-2.2	1.5
c1nc(N2CCCCCC2)c2c3c(sc2n1)CCC3	0.1	38.2	3.8	-7.4
CCCOc1ccccc1C(c1c(C)[nH]c2ccccc12)c1c(C)[nH]c2ccccc12	-0.1	-1.4	1.3	-29.0
CC(=O)c1ccc(N=Cc2nc(/C=C/c3cccc([N+](=O)[O-])c3)oc2O)cc1	0.1	-12.2	0.0	-0.4
CC(C)(C)c1csc(CN2CCN(CC(=O)Nc3nc4ccccc4s3)CC2)n1	-0.5	8.0	-0.9	4.7

Compound activity: PubChem BioAssay, The Scripps Research Institute Molecular Screening Center
